# Compound activity as filed in PubChem BioAssay.
# GPR151 activ: human GPR151 activation; Q8TDV0; PathHunter beta-arrestin GPR151 cells, luminescence; activation, % at 11.2 µM; actives 1% (n = 650,000); AID 1508602; in the data active = activation above about 4.9%;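 also: 0% = median of compound wells and 100% = cells with positive control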
# Target sequence (Q8TDV0 whole entry, looked up): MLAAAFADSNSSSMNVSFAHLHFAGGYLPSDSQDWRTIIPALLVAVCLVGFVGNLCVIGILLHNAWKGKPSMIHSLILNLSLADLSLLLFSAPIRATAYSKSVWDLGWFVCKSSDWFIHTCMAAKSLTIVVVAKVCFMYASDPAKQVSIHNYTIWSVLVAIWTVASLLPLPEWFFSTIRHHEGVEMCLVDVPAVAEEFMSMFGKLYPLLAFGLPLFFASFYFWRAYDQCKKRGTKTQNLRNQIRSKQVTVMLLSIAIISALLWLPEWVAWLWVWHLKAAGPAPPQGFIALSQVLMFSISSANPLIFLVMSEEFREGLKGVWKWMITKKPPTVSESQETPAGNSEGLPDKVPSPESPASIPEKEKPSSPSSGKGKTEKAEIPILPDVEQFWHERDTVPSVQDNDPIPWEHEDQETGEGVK
# TEAD-YAP inh: TEAD-YAP interaction inhibition; AID 1259422; HEK-TIYL cells, TEAD-Gal4/YAP UAS-luciferase luminescence; inhibition, % at 9.12 µM; actives 1.4% (n = 640,000); in the data active = inhibition above about 32%;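 also: 0% = median of test compound wells and 100% = reference inhibitor wells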
# FBW7 act: activators of human E3 ligase FBW7. normalized activity (activation), % at 26.1 µM. AID 1259310. actives 0.13% (n = 650,000). Q969H0. AlphaScreen FBW7–phospho-cyclin E peptide binding, activator screen; in the data active = normalized activity above about 1.9%;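 also: purified mutant Fbw7 with reduced substrate affinity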
# MITF primary: blocks human microphthalmia-associated transcription factor; O75030; AlphaScreen MITF homodimerization, bead proximity signal; inhibition, % at 2.6 µM; actives 0.91% (n = 650,000); AID 1259374; in the data active = inhibition above about 50%;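 also: 0% = vehicle wells with protein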
# Target sequence (O75030 whole entry, looked up): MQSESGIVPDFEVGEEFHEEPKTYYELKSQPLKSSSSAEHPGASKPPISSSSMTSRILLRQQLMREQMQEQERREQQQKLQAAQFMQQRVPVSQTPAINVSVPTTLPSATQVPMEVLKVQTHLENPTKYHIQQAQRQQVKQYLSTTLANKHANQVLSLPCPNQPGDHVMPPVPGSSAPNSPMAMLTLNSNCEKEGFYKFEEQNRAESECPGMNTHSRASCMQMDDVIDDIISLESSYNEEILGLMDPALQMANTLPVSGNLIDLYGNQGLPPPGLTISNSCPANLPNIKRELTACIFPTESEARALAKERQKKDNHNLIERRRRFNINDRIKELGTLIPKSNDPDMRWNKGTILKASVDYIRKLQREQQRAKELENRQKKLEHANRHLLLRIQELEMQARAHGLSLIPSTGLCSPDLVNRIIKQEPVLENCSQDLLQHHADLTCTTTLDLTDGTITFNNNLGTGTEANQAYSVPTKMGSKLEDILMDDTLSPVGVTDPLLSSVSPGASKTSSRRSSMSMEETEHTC
# The depositor's hits bear a star.
# Start of the listing, in advance, 12 compounds:
SMILES,GPR151 activ,TEAD-YAP inh,FBW7 act,MITF primary
CCC(=O)N1c2ccccc2NC2=C(C(=O)CC(c3ccccc3)C2)C1c1ccc(F)cc1 (stereo unspecified),-1.4,11.3,0.0,9.5
COc1ccc(CNC(=O)c2cccc(C)c2[N+](=O)[O-])cc1,0.6,8.3,0.0,6.8
Cc1ccsc1CCNc1ccc2nnc(-c3ccccc3)n2n1,0.0,6.2,1.0,4.8
O=c1ccn(Cc2ccccc2)c(=O)n1Cc1ccccc1,-0.8,-10.0,0.4,17.7
CCN(CC)c1ncnc2sc(C(=O)Nc3cc([N+](=O)[O-])ccc3OC)c(C)c12,-0.3,6.2,-0.1,4.5
O=C(COc1ccc(Br)cc1Cl)NCC1CCCO1 (stereo unspecified),0.6,-48.4,0.1,8.5
Cc1ccc(NC(=O)C(=O)NCc2ccccc2Cl)cc1,-2.1,4.3,0.1,4.7
O=C(c1cc(S(=O)(=O)N2CCCCC2)c[nH]1)N1CCCC2CCCCC21 (stereo unspecified),-1.9,4.5,0.2,15.5
C=CCn1c(SCC(=O)Nc2sccc2C(N)=O)nnc1-c1ccc(Cl)cc1,0.5,9.9,-0.3,-8.2
CC(C)CCNC(=O)c1ccc2c(=O)n(CCCN3CCCC3=O)c(=S)[nH]c2c1,0.0,11.1,0.0,-4.4
C/C(=C\c1ccco1)CN1CCC2(CC1)CC2C(=O)N1CCCN(C)CC1 (stereo unspecified),-0.6,-16.0,0.2,9.1
FC(F)(F)c1ccc(Cn2cnc3c(NCCOc4ccccc4)nc(NCCN4CCOCC4)nc32)cc1,1.1,2.7,-0.1,4.2

# The listing, previewed entries included:
SMILES,GPR151 activ,TEAD-YAP inh,FBW7 act,MITF primary
CCC(=O)N1c2ccccc2NC2=C(C(=O)CC(c3ccccc3)C2)C1c1ccc(F)cc1 (stereo unspecified),-1.4,11.3,0.0,9.5
COc1ccc(CNC(=O)c2cccc(C)c2[N+](=O)[O-])cc1,0.6,8.3,0.0,6.8
Cc1ccsc1CCNc1ccc2nnc(-c3ccccc3)n2n1,0.0,6.2,1.0,4.8
O=c1ccn(Cc2ccccc2)c(=O)n1Cc1ccccc1,-0.8,-10.0,0.4,17.7
CCN(CC)c1ncnc2sc(C(=O)Nc3cc([N+](=O)[O-])ccc3OC)c(C)c12,-0.3,6.2,-0.1,4.5
O=C(COc1ccc(Br)cc1Cl)NCC1CCCO1 (stereo unspecified),0.6,-48.4,0.1,8.5
Cc1ccc(NC(=O)C(=O)NCc2ccccc2Cl)cc1,-2.1,4.3,0.1,4.7
O=C(c1cc(S(=O)(=O)N2CCCCC2)c[nH]1)N1CCCC2CCCCC21 (stereo unspecified),-1.9,4.5,0.2,15.5
C=CCn1c(SCC(=O)Nc2sccc2C(N)=O)nnc1-c1ccc(Cl)cc1,0.5,9.9,-0.3,-8.2
CC(C)CCNC(=O)c1ccc2c(=O)n(CCCN3CCCC3=O)c(=S)[nH]c2c1,0.0,11.1,0.0,-4.4
C/C(=C\c1ccco1)CN1CCC2(CC1)CC2C(=O)N1CCCN(C)CC1 (stereo unspecified),-0.6,-16.0,0.2,9.1
FC(F)(F)c1ccc(Cn2cnc3c(NCCOc4ccccc4)nc(NCCN4CCOCC4)nc32)cc1,1.1,2.7,-0.1,4.2
FC(F)(F)c1cccc(CNc2cc(-c3ccc(N4CCOCC4)nc3)ncn2)c1,2.1,-25.7,0.0,-2.9
Cc1ccsc1C(=O)N1CCC(N2CCC(C(=O)NCc3ccccn3)CC2)CC1,3.1,-4.2,-0.2,0.4
Cc1ccc(N2CC(C(=O)NCc3ccco3)CC2=O)cc1Cl (stereo unspecified),1.5,-3.5,-0.1,4.4
COC(=O)c1ccc2nc(C)cc(Nc3ccc(OC)cc3)c2c1,-0.4,-5.8,0.1,5.1
O=C1c2ccccc2-c2onc3c(Br)cc(N4CCOCC4)c1c23,-1.2,29.6,-0.5,20.8
O=C1OC(c2ccc([N+](=O)[O-])cc2)=N/C1=C/N1CCCCC1,-0.9,-0.6,0.5,5.0
CCc1ccc(NC(=O)C(=O)NNC(=O)c2ccc(C(C)(C)C)cc2)cc1,0.5,-10.2,0.2,-4.5
COc1cccc2cc(C(=O)N3CCN(C)CC3)c(=O)oc12,2.7,3.2,0.1,-15.0
O=C(CC1(O)C(=O)Nc2ccc(Br)cc21)c1cccc([N+](=O)[O-])c1 (stereo unspecified),0.1,5.2,0.0,14.0
Cc1nc(O)c(C(c2ccc([N+](=O)[O-])cc2)c2c(O)nc(C)[nH]c2=O)c(=O)[nH]1,0.7,0.8,-0.3,-7.8
CCOc1ccc(CN2CCN(C3CCN(Cc4ccccc4)CC3)CC2)cc1,0.3,12.3,-0.1,20.9
COc1ccc(NC(C)=O)cc1NC(=O)CN1CCN(C(=O)c2ccco2)CC1,0.6,-1.0,-0.2,4.7
O=C(O)c1ccc(NC(CS(=O)(=O)Cc2ccc(F)cc2Cl)C(=O)O)c([N+](=O)[O-])c1 (stereo unspecified),-0.8,-12.7,-0.2,2.6
# The results go on:
SMILES,GPR151 activ,TEAD-YAP inh,FBW7 act,MITF primary
c1cc(-n2cnc3c(NC4CC4)nc(-c4ccc(N5CCOCC5)nc4)nc32)cs1,0.8,14.9,-0.1,4.5
COc1ccc2c(c1)OC(C)CN(Cc1ccc(Oc3ncccn3)cc1)C2 (stereo unspecified),0.9,17.7,-0.1,8.6
O=C(COC(=O)c1cc[n+]([O-])cc1)NCc1ccccc1Cl,-0.1,5.2,0.0,5.7
COc1ccc(Cl)cc1S(=O)(=O)NCCn1nc(C)cc1C,-1.2,-3.5,0.1,-3.5
CC(=O)Nc1ccccc1NC(=O)CCCc1ccccc1,-1.2,-2.0,0.3,6.8
CCOC(=O)c1ccc(NS(=O)(=O)c2ccc(OC)c(Cl)c2Cl)cc1,2.9,1.0,0.3,7.9
COc1cc2nc(N3CCC(N4CCOCC4)CC3)nc(Nc3ccc(N4CCOCC4)cc3)c2cc1OC,-2.1,-16.9,0.0,2.6
CC(=O)c1ccc(NC(=O)c2cn(-c3ccccc3)nc2-c2ccncc2)cc1,0.2,7.8,-0.2,-2.2
CC1(C)CC(=O)C2=C(C1)Nc1ccccc1NC2c1ccc(-c2ccc([N+](=O)[O-])cc2Cl)o1 (stereo unspecified),-0.9,-6.1,-0.1,-6.2
COc1ccccc1-c1nn2c(Cn3nnc4ccccc43)nnc2s1,-1.0,-7.5,-0.2,4.2
CC1CCc2c(sc(NC(=O)c3sc4ccccc4c3Cl)c2C(=O)OC(C)C)C1 (stereo unspecified),-1.1,3.7,-0.1,2.9
CC(=O)Cc1cc(O)c2ccccc2c1OC(=O)c1ccccc1,-0.3,4.1,-0.1,2.4
CCC(=O)N1c2ccccc2-c2nnc(SC)nc2OC1C (stereo unspecified),-1.5,3.4,0.5,18.0
CC(C)CNC(=O)C1c2ccccc2Oc2ccccc21,-0.8,-3.0,0.2,13.7
Cc1ccc(/C(O)=C2/C(=O)C(=O)N(CCCN(C)C)C2c2ccc(C)cc2)cc1 (stereo unspecified),0.7,-29.5,0.2,1.7
CCN(CC)C(=O)c1ccc2nc(NC(=O)C34CC5CC(CC(C5)C3)C4)sc2c1,3.7,17.3,0.0,-9.1
COc1ccccc1COCC(O)CNCCCN(C)C (stereo unspecified),0.2,4.5,-0.4,56.1*
O=C(OCCSC1=NS(=O)(=O)c2ccccc21)c1ccccc1,0.8,-7.2,0.0,2.0
CCCCN(CC)C(=O)c1ccc(OC)cc1,-1.0,-6.8,0.1,-1.9
Cc1ccc(N=Cc2cccc(C)c2O)c(O)c1,0.5,-8.6,0.1,16.7
O=C(NCCn1nc(-c2cccs2)oc1=O)c1cc(C2CC2)on1,0.0,14.6,0.0,2.2
O=C(Nc1nnc(-c2ccccc2Cl)o1)c1nc2ccccc2s1,-2.0,5.3,0.1,5.8
COc1cc(/C=N/NC(=O)c2ccccc2I)ccc1OC(C)=O,0.6,-3.3,-0.1,14.3
NC(=O)CSc1ccccc1NC(=O)CCl,1.0,5.8,0.0,9.7
COc1ccc(CC(=O)Nc2cccc(Br)c2)cc1OC,2.9,11.0,-0.1,-4.2
# (continued)
SMILES,GPR151 activ,TEAD-YAP inh,FBW7 act,MITF primary
COc1ccc(/C=N/Nc2nnc(C)c(=O)[nH]2)cc1OCC(N)=O,1.1,-0.2,-0.1,-6.0
Cn1c(=O)[nH]c(=O)c2c1nc(SCC(N)=O)n2Cc1ccccc1,0.1,-2.9,-0.1,-9.2
CSc1ccc(S(=O)(=O)Nc2ccccc2C(=O)N2CCCC2)cc1,0.9,2.8,-0.1,-0.7
CC(=O)C1=C(C)Nc2ncnn2C1c1cccc([N+](=O)[O-])c1 (stereo unspecified),1.5,1.6,0.0,-15.2
CCOC(=O)c1c(-c2ccccc2)csc1NC(=O)c1cccs1,0.4,9.7,0.0,-1.8
CCSc1nc2sc3c(c2c(=O)n1-c1ccc(OC)cc1)CCC3,-1.8,-2.6,0.2,-7.5
Cc1cc(=O)nc2c3ccccc3n(C(C)C(=O)NC(C)C)n12 (stereo unspecified),-0.9,2.8,0.4,-0.9
C=CCn1c(SCCCC)nc2c(c1=O)C1(CCCC1)Cc1ccccc1-2,-0.9,7.1,0.1,15.0
COc1cccc(-c2nc(CS(=O)(=O)CC(=O)NCc3ccccc3OC)c(C)o2)c1,-0.7,11.9,0.6,6.6
CC(=O)NC(=O)c1cc2ccccc2oc1=Nc1cccc(F)c1,-0.4,-51.9,0.0,10.5
O=C(CCSCc1cccc(F)c1)N1CCc2ccccc21,-1.7,-21.3,0.0,1.4
Cc1ccc(/C=N/NC(=O)c2cc(I)ccc2O)o1,-0.8,-9.3,-0.1,-21.2
CC(C)(C)c1nn2c(=S)[nH]nc2n(/N=C/c2ccc([N+](=O)[O-])cc2)c1=O,0.9,1.3,0.2,-5.5
COc1ccc(-c2cc(=O)oc3c(C)c(OC(C)=O)ccc23)cc1,-0.9,1.3,-0.1,-11.6
CCCN(CCC)CCN1C(=O)C2C(C(=O)Nc3ccc(F)c(Cl)c3)C3C=CC2(O3)C1C(=O)NC1CCCC(C)C1C (stereo unspecified),6.9*,9.0,-0.1,1.4
Cc1ccc(N2C(=O)CC(c3cccnc3)C3=C2CC(C)(C)CC3=O)cc1 (stereo unspecified),-1.1,4.7,0.0,17.8
c1ccc(OCc2nnc3n2N=C(c2ccccc2)CS3)cc1,1.3,-6.7,0.0,3.0
Cc1ccc2nc(C)c(C(=O)Nc3ccc(Cl)c(Cl)c3)n2c1,0.8,9.0,0.1,7.5
O=C(Nc1ccc2c(c1)OCO2)c1csc(N2CCCC2CO)n1 (stereo unspecified),0.2,-32.0,-0.1,8.4
CCOc1ccccc1NC(=O)N1CCCC1C(=O)Nc1c(OC)cccc1OC (stereo unspecified),0.6,10.8,0.3,-19.3
Cc1nc(C(=O)N2CCCC(c3nc(-c4ccncc4)ncc3-c3ccccc3)C2)cs1 (stereo unspecified),-0.9,53.6*,0.2,-16.9
CCCCCCc1ccc(-c2ncc(N)cn2)cc1,0.6,-51.9,0.5,15.8
CCSCCOC(=O)C1=C(C)NC(=O)NC1c1cccc(OC)c1 (stereo unspecified),-2.1,-3.0,0.1,-7.5
CC1(C)CC(=O)C2=C(C1)Nc1cc(C(=O)c3ccccc3)ccc1NC2c1cccc(Cl)c1 (stereo unspecified),0.5,6.1,-0.1,-17.9
O=C(CSc1nc(O)cc(=O)n1-c1ccccc1)Nc1ccccn1,-0.3,4.3,-0.2,0.6
# Next section.
SMILES,GPR151 activ,TEAD-YAP inh,FBW7 act,MITF primary
CCCc1n(CC(O)COc2cccc(OC)c2)c2ccccc2[n+]1C (stereo unspecified),-0.4,-8.0,-0.1,4.7
Cc1ccccc1Nc1nc(C(F)(F)F)c(-c2ccc(F)cc2)s1,-0.7,-46.2,0.6,13.4
Cc1ccc(NC(=O)CN(C)C(=O)CSc2nnc(-c3cccnc3)o2)cc1,0.5,-18.7,0.0,6.0
Cc1ccc(/C=C2/SC(=Nc3ccc(F)cc3)NC2=O)o1,0.8,-1.2,-0.1,-5.0
COc1cccc(CN2CCN(S(=O)(=O)c3ccccc3[N+](=O)[O-])CC2)c1,0.0,-2.3,-0.3,66.5*
CCc1ccc(C(=O)NC(CC(C)C)C(=O)Nc2ccc(NC(C)=O)cc2)cc1 (stereo unspecified),0.9,3.5,0.0,10.8
O=C(COC(=O)Cn1[nH]c(=O)c2ccccc2c1=O)Nc1ccc(F)c(F)c1F,-1.7,11.3,0.7,2.6
Cc1nnc2c(NCCN3CCN(c4cccc(Cl)c4)CC3)nc3ccccc3n12,-0.2,-3.7,0.0,1.9
CSc1nc(C2CC2)cc(-c2ccco2)c1C#N,0.2,-0.5,0.0,4.6
COc1cc(OC)nc(CSCC(=O)O)n1,-1.5,5.8,0.8,26.3
COc1ccccc1C(=O)Nc1ccccc1NC(=O)Cn1cnc2ccccc21,-1.3,-15.2,0.4,13.1
Cc1ccc(C(=O)N2CCN(S(=O)(=O)c3cc4c5c(c3)CCN5C(=O)CC4)CC2)cc1,0.2,11.2,-0.1,8.4
COc1ccc([N+](=O)[O-])cc1-c1ccc(/C=N/NC(N)=O)o1,-0.4,3.4,0.0,9.3
COC(=O)c1ccc(C(=O)OC)c(NC(=O)CN2C(=O)NC(C)(C)C2=O)c1,1.6,5.1,0.2,10.5
Cc1nnc2ccc(-c3cccc(NC(=O)C4CCCCC4)c3)nn12,0.5,13.1,0.0,-16.9
CN1CCC(NC(=O)COc2cccc(C(F)(F)F)c2)CC1,-0.2,1.9,-0.2,-3.2
COc1ccc(CCNc2ccc(C(=O)NCCCN3CCCC3=O)cc2S(=O)(=O)Nc2cccc(C(F)(F)F)c2)cc1OC,1.2,-7.7,0.1,-4.3
O=C(Nc1nc2ccccc2n1CCOc1ccccc1)c1cccc([N+](=O)[O-])c1,0.7,-11.9,0.0,0.5
CCOC(=O)CCNC(=O)COc1ccc(N(C)Cc2ccc(F)cc2)nn1,1.4,0.8,0.0,-0.3
